# Screening results as filed in PubChem.
# KB-V1 cytotox = qHTS assay for MDR1-selective chemotherapeutics: Primary screen using the drug-selected MDR subline cells KB-V1. KB-V1 MDR cells viability, CellTiter-Glo, 72 h. Potency, µM (top dose mostly 46.1 µM), for inactives: top-dose activity change, negative = cytotoxicity, hits mostly cytotoxic. 400,000 compounds, 3.4% hits; further: potency means the concentration at half of the fitted maximal effect; on the % scale 0 is the no-effect control and ±100 the full control effect; nearly all actives have a fitted effect of over 60% in size
#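 Cytotoxicity toward P-gp-expressing KB-V1 cells was determined as loss of CellTiter-Glo luminescence after 72 h at 37 degrees C. Compounds were tested in quantitative HTS format across a concentration range, with curves fitted to normalized data.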
# HT1080NT lethal = qHTS for induction of synthetic lethality in tumor cells producing 2HG: qHTS for the HT-1080-NT fibrosarcoma cell line | HT-1080-NT fibrosarcoma viability, CellTiter-Glo ATP luminescence, 48 h | Potency, µM (top dose mostly 46.1 µM), inactives show top-dose activity, negative = less viability, usual class: cytotoxic | 360,000 compounds, 1.6% hits;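 further: NT is the 2HG producing partner of a matched IDH1 knockdown line; potency means the concentration at half of the fitted maximal effect; 0% = DMSO-treated cells and -100% = media-only wells without cells; nearly all actives have a fitted effect of over 55% in size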
#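 Toxicity toward the 2HG-producing NT line was scored as %Activity, normalised to DMSO and no-cell wells, from CellTiter-Glo luminescence after 48 hours' treatment.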
# HT1080 IDH1KD tx = qHTS for induction of synthetic lethality in tumor cells producing 2HG: qHTS for the HT-1080-IDH1KD cell line. Potency, µM (highest dose often 46.1 µM), for inactives: at the highest dose activity, negative = toxicity, most hits filed as cytotoxic. HT-1080 IDH1 knockdown viability, ATP luminescence, 48 h. 360,000 compounds, 2% hits;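 further: potency means the concentration at half of the fitted maximal effect; 0% = DMSO wells and -100% = cell-free medium wells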
#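 In this qHTS, HT-1080 cells depleted of IDH1 are exposed for 48 h at 37 °C to compound titrations. Toxicity is scored from CellTiter-Glo luminescence, with DMSO as full viability and medium alone as none.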
# SW480 rerep = A quantitative high throughput screen for small molecules that induce DNA re-replication in SW480 colon adenocarcinoma cells; SW480 DNA re-replication, Hoechst DNA content imaging, 48 h; Potency, µM (highest dose often 46.1 µM), for inactives: at the top dose re-replication activation, most hits filed as activators; 340,000 compounds, 1.8% hits; further: potency means the concentration at half of the fitted maximal effect; % of control where 0% means no effect; nearly all actives have a fitted effect of over 55% in size
#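 DNA re-replication was detected as more nuclei of elevated Hoechst intensity after 48 hr exposure to compound (23 nL pinned per well of 250 cells).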
# D3 antag = qHTS of D3 Dopamine Receptor Antagonist: qHTS; D3R cells, DiscoveRx beta-arrestin luminescence, antagonist mode; hits give low values; max response, negative = inhibition, %; 360,000 compounds, 2.5% hits; in the data active means max response below about -50%; inconclusive means no clear call, values can overlap the other calls; further: on the % scale 0 is the no-effect control and ±100 the full control effect; mostly tested at two doses, the higher about 12 µM
# Target sequence (P35462 whole entry, looked up): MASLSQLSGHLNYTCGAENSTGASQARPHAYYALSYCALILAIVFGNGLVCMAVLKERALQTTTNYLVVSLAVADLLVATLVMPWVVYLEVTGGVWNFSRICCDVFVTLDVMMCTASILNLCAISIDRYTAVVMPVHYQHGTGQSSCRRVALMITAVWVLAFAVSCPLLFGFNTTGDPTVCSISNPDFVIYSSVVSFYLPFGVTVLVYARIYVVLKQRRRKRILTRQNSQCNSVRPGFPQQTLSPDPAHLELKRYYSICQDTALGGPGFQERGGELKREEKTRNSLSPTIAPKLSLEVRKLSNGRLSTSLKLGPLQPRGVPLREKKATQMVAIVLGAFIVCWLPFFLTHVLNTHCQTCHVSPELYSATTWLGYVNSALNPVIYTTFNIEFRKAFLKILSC
#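 Cells plated overnight at 1500 cells/well, then exposed to library compounds with dopamine controls for 90 minutes at 37 degrees C. DiscoveRx reagent added for 30–60 minutes at room temperature; luminescence read, quantitative HTS format.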
# IL-1B inflam inh = qHTS for Inhibitors of Inflammasome Signaling: IL-1-beta AlphaLISA Primary Screen | AID 743279, 2014 | THP-1 LPS/ATP IL-1B secretion, AlphaLISA, 16 h; hits give low values | 360,000 compounds, 4.7% hits | activity change, % at 57.5 µM; in the data active means activity change below about -50%; inconclusive means mostly about -30% to -49%; further: on the % scale 0 is the no-effect control and ±100 the full control effect
#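 Secreted IL-1B measured by AlphaLISA bead assay after 16 h compound exposure of THP-1 cells; compounds (final up to 57.5 uM) added 1 h before LPS (250 ng/mL) and ATP (1.25 mM) stimulation; lower signal means less secretion.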
# KB-3-1 tox = qHTS assay for MDR1-selective chemotherapeutics: Primary screen using the parental adenocarcinoma cell KB-3-1; KB-3-1 viability, CellTiter-Glo ATP luminescence, 72 h; Potency, µM (doses to about 46.1 µM), for the others: at the top dose activity change, negative = cytotoxic, most hits filed as cytotoxic; 400,000 compounds, 1.4% hits; further: potency means the concentration at half of the fitted maximal effect; on the % scale 0 is the no-effect control and ±100 the full control effect; nearly all actives have a fitted effect of over 60% in size
#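 Viability of parental KB-3-1 cells, measured by CellTiter-Glo luminescence, followed a 72 h incubation at 37 °C with pinned compounds in phenol-red-free DMEM containing 10% FBS.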
# GLP1R ag = qHTS of GLP-1 Receptor Agonists; Glucagon-like peptide 1 receptor (Homo sapiens), P43220; HEK293 GLP-1R CRE-luciferase, luminescence, 4-6 h; cells express a hypersensitive GLP-1R form; Potency, µM (doses to about 45.6 µM), for the others: top-dose activation, most hits filed as activators; 380,000 compounds, 0.007% hits; further: potency means the concentration at half of the fitted maximal effect; % of control where 0% means no effect
# Target sequence (P43220 whole entry, looked up): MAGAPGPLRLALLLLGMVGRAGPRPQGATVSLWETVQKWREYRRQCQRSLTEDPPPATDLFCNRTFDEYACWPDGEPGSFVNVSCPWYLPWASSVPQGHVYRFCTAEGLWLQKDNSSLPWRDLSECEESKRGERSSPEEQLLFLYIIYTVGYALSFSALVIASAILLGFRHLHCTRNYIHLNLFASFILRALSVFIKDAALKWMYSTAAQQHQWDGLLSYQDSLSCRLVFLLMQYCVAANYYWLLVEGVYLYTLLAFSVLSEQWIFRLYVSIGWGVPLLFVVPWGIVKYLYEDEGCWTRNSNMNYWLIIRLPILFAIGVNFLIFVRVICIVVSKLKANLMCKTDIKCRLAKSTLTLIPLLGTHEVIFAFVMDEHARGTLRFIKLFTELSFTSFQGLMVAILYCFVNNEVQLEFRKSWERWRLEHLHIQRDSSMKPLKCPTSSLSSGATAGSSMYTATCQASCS
# DRD3 agonist = qHTS of D3 Dopamine Receptor Agonist: qHTS; max activation, %; D3R DiscoveRx beta-arrestin cells, luminescence, 90 min; 410,000 compounds, 0.58% hits; D(3) dopamine receptor (Homo sapiens), P35462; AID 652048, 2013; in the data active means max activation above about 30%; further: 0% is about no effect; mostly tested at two doses, the higher about 12 µM
#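 Agonist mode: compounds and dopamine controls were applied to plated cells for 90 min at 37 degrees C after an overnight attachment at 1500 cells/well. Luminescent read-out followed 30 - 60 minutes at room temperature with DiscoveRx detection reagent.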
# * marks the source's active call; other numbers are inactive results; ? = inconclusive; nt = not tested or not shown; & = joins results of further samples; [ ] = another dose, or the depositor's remark. Unless noted, the call rests on the fitted dose curve; in most records, active means well fitted curve in the direction sought with a large enough effect; inconclusive means small, poorly fitted or top-dose-only effect, or another doubt; inactive means no such curve, though single readings can be large; an effect the other way counts as inactive or inconclusive.
Compound	KB-V1 cytotox	HT1080NT lethal	HT1080 IDH1KD tx	SW480 rerep	D3 antag	IL-1B inflam inh	KB-3-1 tox	GLP1R ag	DRD3 agonist
O=C(Nc1ccc(OC(F)(F)F)cc1)Oc1ccccc1N1CCCCC1	11%	9%	1%	-17%	3	-7	-1%	-5%	5
Fc1cccc(Cc2c(-c3ccccc3)nc3c(Cl)cc(C(F)(F)F)cn23)c1	-7%	-1%	15%	nt	-22	11	0%	6%	62*
COc1ccc(Cc2noc(CN(C)CCc3ccccc3)n2)cc1OC	-17%	-4%	6%	-25%	2	27	0%	24%	11
COc1ccc(OC)c(C=NNC(=O)NN=Cc2cc(OC)ccc2OC)c1	1%	-4%	2%	nt	24	-11	15%	7%	2
Cc1cc(OCC(=O)N2CCCC2)ccc1Cl	1%	10%	6%	-7%	11	0	13%	-9%	-6
O=C(c1ccc(S(=O)(=O)NCC2CCCO2)cc1)N1CCc2ccccc21 (stereo not drawn)	?	-2%	-1%	-3%	11	8	?	-6%	7
COc1cccc(NC(=S)NNC(=O)CCn2cc([N+](=O)[O-])cn2)c1	-3%	-6%	15%	-1%	-22	18	-1%	0%	-9
Cc1ccc(OCCC(=O)OCC(=O)N2CCN(S(=O)(=O)c3ccc(C)cc3)CC2)cc1	4%	4%	17%	-2%	-10	-2	-7%	-6%	4
Fc1cccc(Cn2cc(C(=S)N3CCCCC3)c3ccccc32)c1	?	3%	-13%	11%	-30	-4	-30%	1%	-2
CCOC(=O)C[C@H]1c2cc(C(F)(F)F)ccc2S(=O)(=O)N1C(C)C	?	-4%	-2%	2%	12	24	0%&4%	8%	-6
O=C(CN1c2ccccc2S(=O)(=O)c2ccccc21)Nc1ccccc1F	-2%	-26%	-2%	?	23	-2	16%	4%	-11
Cc1ccccc1NC(=O)Nc1ccc(C(F)(F)F)cc1	?	-28%	?	0%	-12	-10	?	6%	1
COCCCNCC(=O)Nc1sc(C)c(C)c1C(=O)OC	-2%	-1%	6%	-5%	-53*	1	19%	2%	1
CC(C)(C)OC(=O)N(CCc1ccccc1)Cc1ccccc1OCc1cccc(NC(=O)C2CCC2)c1	-12%	-3%	-1%	-4%	19	-12	?	1%	11
Cc1cc(C)cc(OCCNS(=O)(=O)c2cccs2)c1	?	-12%	1%	1%	1	9	19%	17%	5
COc1ccc(CNS(=O)(=O)c2cc3c(cc2Cl)NC(=O)CO3)cc1	2%&6%	3%	-1%	0%	12	-1	15%&15%	-6%	1&-7
CCCc1cc(=O)oc2cc(Oc3ncccn3)ccc12	9%	8%	2%	-5%	11	3	3%	1%	0
CC(C)C(=O)NN(C(=O)C(C)C)c1nc2ccccc2s1	10%	0%	1%	-11%	17	16	17%	-4%	16
COc1cc(OC)c(C(=O)O/N=C(\N)c2ccccn2)cc1OC	-9%	29%	11%	-2%	-4	-25	6%	23%	0
Cc1cc(C)c(NC2=NS(=O)(=O)c3ccccc32)c(C)c1	5%	8%	0%	-4%	-26	0	3%	-11%	10
N#CCCN(NC1=NS(=O)(=O)c2ccccc21)C(=O)c1ccccc1Br	-17%	-4%	14%	-4%	-21	-11	-4%	3%	-8
Cc1ccn(-c2cc(O)c(-n3ccc(C)n3)cc2O)n1	-5%	3%	3%	1%	-20	-23	-3%	9%	2
CC(C)(O)C(=O)N=Nc1c(O)[nH]c2ccccc12	0%	-12%	17%	0%	2	3	10%	0%	14
O=C1OCCC1Sc1nc2cc(Cl)ccc2s1 (stereo not drawn)	6%	14%	-5%	7%	24	6	2%	2%	2
CC(=O)C1=C(O)CCC1=N	5%	15%	13%	-6%	22	19	2%	-9%	4

# Continued:
Compound	KB-V1 cytotox	HT1080NT lethal	HT1080 IDH1KD tx	SW480 rerep	D3 antag	IL-1B inflam inh	KB-3-1 tox	GLP1R ag	DRD3 agonist
O=C(OCC(=O)N1CCCCC1)c1cccs1	9%	6%	0%	-23%	4	0	10%	7%	15
Cc1noc(C)c1COc1ccc(C(=O)N2CCN(c3ccccc3O)CC2)cc1	0%	2%	-1%	-17%	0	-2	-9%	-2%	1
C/C=C(/C)C(=O)OC1c2c(ccc3ccc(=O)oc23)OC(C)(C)C1OC(C)=O (stereo not drawn)	-12%	2%	-2%	-3%	7	-14	-5%	6%	0
Cc1ccc(NS(=O)(=O)c2ccc3c(c2)NC(=O)C(C)C(=O)N3)c(Br)c1 (stereo not drawn)	12%	4%	-10%	-1%	17	49	-6%	-2%	3
CC(C)NC(=O)C1CCN(C2CCN(C(=O)Cc3ccc4c(c3)OCO4)CC2)CC1	0%	-4%	2%	12%	-14	26	-7%	1%	-18
O=C1NC(=O)/C(=C\c2ccsc2)N1	-5%	11%	16%	-10%	1	3	2%	6%	-2
O=C(CC(c1ccccc1)c1ccccc1)NCC1CCCO1 (stereo not drawn)	0%	-3%	-1%	-8%	-11	0	3%	4%	3
CC1CCCN(CCCNC(=O)c2nn(C)c3c2CS(=O)(=O)c2ccccc2-3)C1 (stereo not drawn)	-1%	1%	-1%	-5%	-29	-5	8%	-3%	-11
COc1ccc2sc(-c3ccccc3OC)c(-c3ccc4c(c3)OCCO4)c2c1	-16%	5%	10%	-2%	0	12	-24%	5%	-18
COc1ccc(Br)c(Cn2c(C)c(C(=O)NCCC#N)sc2=O)c1	-25%	10%	7%	nt	11	-8	6%	15%	2
COc1ccccc1NS(=O)(=O)c1cc(C(=O)NC2CCN(Cc3ccccc3)CC2)ccc1C	0%	-8%	-15%	-1%	-92*	-11	0%	0%	-15
Cc1cc(S(=O)(=O)N2CCOCC2)ccc1OCC(=O)Nc1ccccc1F	0%	-1%	1%	-12%	0	18	-1%	0%	14
Cc1cccc(NC(=O)C2CCN(S(=O)(=O)c3c(C)[nH]c(=O)[nH]c3=O)CC2)c1	9%	9%	17%	-2%	-5	20	7%	-2%	5
CS(=O)(=O)N(CCc1ccccc1)CC(=O)Nc1ccccc1	?	7%	0%	?	-1	10	0%	0%	-3
Cn1c(=O)c2c(nc(NCc3ccco3)n2CC(O)CO)n(C)c1=O (stereo not drawn)	-14%	17%	7%	-9%	-11	16	-3%	15%	4
CC1(C)CC(=O)C2=C(C1)OC(N)=C(C#N)C2C1C=CCCC1 (stereo not drawn)	?	-1%	-9%[9.24 µM]	-9%	-2	-8	-14%	-7%	5
Cc1ccc(S(=O)(=O)N(C)C)cc1NC(=S)NC1CCCC(C)C1C (stereo not drawn)	?	1%	12%	4%	-7	-4	-7%	-1%	1
COc1cc2c(cc1OC)CN(C(=O)Nc1ccccc1Cl)CC2	-17%	-2%	3%	-1%	16	nt	14%	20%	15
Cc1cc(Br)ccc1NC(=O)CN(C)C(=O)CNC(=O)Cc1ccccc1	1%	0%	1%	-4%	9	-5	7%	0%	4
CCNC(=O)NC(=O)C(C)Sc1nc2cc(C(=O)OC)ccc2c(=O)n1-c1ccccc1 (stereo not drawn)	?	-10%	-5%	-6%	-19	-13	-5%	13%	-2
Cc1ccc(S(=O)(=O)N(CCO)c2cc3c(s2)CCCC3)cc1	?	-2%	-2%	-9%	3	0	-14%	1%	11
O=S(=O)(NCc1ccccc1)c1ccccc1Br	18%	6%	2%	-34%[inhibitor]	-17	6	2%	6%	23
CC(C)Cc1nnc(NS(=O)(=O)Cc2ccccc2)s1	33%	0%[9.24 µM]	?	-4%	14	0	6%	-14%	25
CNC(=O)c1nn(-c2ccccc2)ccc1=O	-2%	12%	16%	-4%	0	12	14%	-1%	-8
CCN(C(=O)CN1CCCCC1)c1c(N)n(Cc2ccccc2)c(=O)[nH]c1=O	25%	7%	8%	7%	4	-7	-3%	-8%	0

# Profiles from above. Order of values: KB-V1 cytotox | HT1080NT lethal | HT1080 IDH1KD tx | SW480 rerep | D3 antag | IL-1B inflam inh | KB-3-1 tox | GLP1R ag | DRD3 agonist
# `Cc1cc(S(=O)(=O)N2CCOCC2)ccc1OCC(=O)Nc1ccccc1F` in the list: 0% | -1% | 1% | -12% | 0 | 18 | -1% | 0% | 14
# `Cc1cccc(NC(=O)C2CCN(S(=O)(=O)c3c(C)[nH]c(=O)[nH]c3=O)CC2)c1` in the list: 9% | 9% | 17% | -2% | -5 | 20 | 7% | -2% | 5

# More compounds
Compound	KB-V1 cytotox	HT1080NT lethal	HT1080 IDH1KD tx	SW480 rerep	D3 antag	IL-1B inflam inh	KB-3-1 tox	GLP1R ag	DRD3 agonist
COc1ccc(C(=O)c2c[nH]c(C(=O)NCc3cccnc3)c2)cc1	9%	8%	-4%	-5%	2	-6	0%	9%	-13
CN(C)CCCN(C(=O)CCc1ccccc1)c1nc2ccc(F)cc2s1	-16%	-5%	-4%	4%	-15	-18	17%	-5%	-28
Cc1nnc(N2CCc3ccccc3C2)[nH]c1=O	18%	13%	11%	-1%	-12	24	-14%	4%	-3
Cc1ccc(C)c(C(=O)Nc2cc(C)nn2-c2nc(C)cc(C)n2)c1	?	-11%	-6%	8%	-14	-8	21µM*	6%	-7
Cc1nnc(SCc2ccc([N+](=O)[O-])cc2)o1	-2%	9%	-4%	?	2	-2	12%	-4%	-10
CCCCN1C(=O)Nc2ccccc2S1=O (stereo not drawn)	-17%	19%	9%	23%	-10	0	24%	5%	5

# Taken from above:
# `CC1CCCN(CCCNC(=O)c2nn(C)c3c2CS(=O)(=O)c2ccccc2-3)C1` (stereo not drawn) – D3 antag = -29
# `COc1ccc(CNS(=O)(=O)c2cc3c(cc2Cl)NC(=O)CO3)cc1` – SW480 rerep = 0%
# `COc1cccc(NC(=S)NNC(=O)CCn2cc([N+](=O)[O-])cn2)c1` – HT1080NT lethal = -6%
# `CCCc1cc(=O)oc2cc(Oc3ncccn3)ccc12` – DRD3 agonist = 0
